From PubChem
SARS 3CLpro inh = SARS-CoV 3CLpro protease inhibition; recombinant SARS-CoV 3CLpro, quenched FRET peptide cleavage; AID 1706; hit rate 0.14% among 290,000; P0C6X7; inhibition, % at 6 µM; in the data active = inhibition above about 12%
Mtb FBA inh = inhibits M. tuberculosis FBA enzyme | P9WQA3 | purified M. tuberculosis FBA, fluorescence read-out | inhibition, % at 1 µM | hit rate 2.3% among 360,000; in the data active = inhibition above about 27%;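 note: 0% = vehicle and 100% = reference inhibitor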
Target sequence (P9WQA3 whole entry, looked up): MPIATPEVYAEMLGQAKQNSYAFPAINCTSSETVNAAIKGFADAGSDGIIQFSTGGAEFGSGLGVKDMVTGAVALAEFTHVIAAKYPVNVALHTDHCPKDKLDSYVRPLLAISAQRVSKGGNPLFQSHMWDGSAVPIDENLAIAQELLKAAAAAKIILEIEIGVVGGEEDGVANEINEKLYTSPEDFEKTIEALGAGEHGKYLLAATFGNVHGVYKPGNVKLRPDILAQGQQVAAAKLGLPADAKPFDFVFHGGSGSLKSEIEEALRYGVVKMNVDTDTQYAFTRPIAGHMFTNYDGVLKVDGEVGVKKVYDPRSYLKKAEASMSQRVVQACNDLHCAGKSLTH
Rv3671c protease = inhibits the M. tuberculosis serine protease Rv3671c. P9WHR9. AID 2606. hit rate 0.048% among 320,000. inhibition, % at 5.96 µM; in the data active = inhibition above about 38%;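 note: extracellular domain of Rv3671c used as enzyme; 0% = enzyme with DMSO and 100% = no enzyme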
DUSP3 inh = inhibitors of human VHR1 phosphatase (DUSP3); P51452; recombinant VHR phosphatase, pNPP absorbance; inhibition, % at 13.3 µM; hit rate 0.52% among 290,000; AID 1654; in the data active = inhibition above about 50%; note: some compounds called inactive have numbers as strong as hits
Target sequence (P51452 whole entry, looked up): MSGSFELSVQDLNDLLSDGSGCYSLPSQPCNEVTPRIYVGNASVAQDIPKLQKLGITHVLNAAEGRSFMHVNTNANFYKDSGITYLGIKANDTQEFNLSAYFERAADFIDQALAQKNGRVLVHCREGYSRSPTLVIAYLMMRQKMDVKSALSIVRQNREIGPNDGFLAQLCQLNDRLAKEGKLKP
BioA inh = inhibitors of Mycobacterium tuberculosis BioA enzyme | purified M. tuberculosis BioA enzyme, plate reader | inhibition, % at 9.99 µM | hit rate 0.096% among 360,000; in the data active = inhibition above about 40%
PriA SSB inh = K. pneumoniae PriA-SSBct interaction inhibition. AlphaScreen SSBct-PriA binding, biotinylated peptide. inhibition, % at 33 µM. hit rate 0.6% among 430,000. AID 1272365; in the data active = inhibition mostly above about 37%, no sharp cut-off; inactive = mostly below about 20%;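 note: plate controls were negative control peptide for no effect and reference peptide for full effect; strong numbers were not always called active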
BH1578 lux ind = quorum light induction in luxS cqsA deficient V. cholerae; hit rate 0.16% among 350,000; V. cholerae BH1578 lux reporter, luminescence, 6 h; AID 588436; activation, % at 18.7 µM; in the data active = activation mostly above about 9.7%, no sharp cut-off; note: not every result past the cut was called active; inactives centre near 0; reference of the scale not given here
UGM FP inh = blocks M. tuberculosis UGM enzyme; inhibition, % at 10 µM; P9WIQ1; AID 504406; purified UGM, fluorescence polarization probe displacement; hit rate 0.06% among 320,000; in the data active = inhibition above about 10%, passing the limit was not always enough
MazF activator = increases E. coli MazEF RNase cleavage of RNA; P0AE70; FAM/BHQ RNA-DNA oligo cleavage fluorescence, 5 h; activation, % at 20 µM; hit rate 0.32% among 350,000; in the data active = activation above about 50%
Target sequence (P0AE70 whole entry, looked up): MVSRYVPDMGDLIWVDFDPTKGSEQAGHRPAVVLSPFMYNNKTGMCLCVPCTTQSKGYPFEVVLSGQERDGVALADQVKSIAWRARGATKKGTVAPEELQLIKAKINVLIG
GDH-TPI counter = counter-screen for M. tuberculosis FBA inhibitors: GDH-TPI coupled enzymes; GDH-TPI coupled enzyme counterscreen, NADH absorbance; inhibition, % at 4.8 µM; hit rate 1.2% among 360,000; AID 588335; in the data active = inhibition above about 30%;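 note: 0% = DMSO wells and 100% = wells lacking the enzyme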
The depositor's hits bear a star; i = inactive; nt = not tested or not shown. This is a subset, so the mix of outcomes need not match the whole.

[1] O=C1c2ccccc2-c2c1nc1c([n+]2[O-])CCCC1
[2] Cc1c(C#N)c(NC(=O)c2cccc(Cl)c2)n(Cc2ccccc2)c1C
[3] O=NN(CCc1ccncc1)c1ccc(OCc2ccccc2)cc1
[4] CC(=O)NC(c1cccs1)c1cc([N+](=O)[O-])c2cccnc2c1O (configuration not stated)
[5] C=CCOC(=O)C1=C[C@@H](c2csc3ccccc23)[C@H](CCCO)[C@@H](OCC)O1
[6] Cc1cc(C)nc(Sc2nc(Cl)nc(N(c3ccccc3)c3ccccc3)n2)n1
[7] COc1ccc(CCN(C)C(=S)Nc2cccc(C)c2)cc1OC
[8] O=C1OC(N2CCN(Cc3ccccc3)CC2)c2ccccc21 (configuration not stated)

Compound	1	2	3	4	5	6	7	8
SARS 3CLpro inh	-5	1	0	2	nt	9	5	-8
Mtb FBA inh	-1	-4	2	-30	4	-5	-1	3
Rv3671c protease	-2	-21	-2	-24	4	7	-3	-9
DUSP3 inh	15	17	7	-2	nt	0	-8	nt
BioA inh	nt	-1.6	2.5	nt	0.6	3.2	-2.1	nt
PriA SSB inh	-29	-9	6	92	-10	-7	0	-15
BH1578 lux ind	-3.4	0.3	-0.4	-0.3	-2.4	-0.3	i	0.1
UGM FP inh	2.1	-2.8	-2.3	1.4	-1.7	2.0	-0.3	-2.7
MazF activator	2	0	3	2	4	8	-17	5
GDH-TPI counter	-6	-6	-3	6	13	-8	-5	-2

[9] CCOC(=O)N1CCC(NC(=O)c2cccn3c(=O)c4cc(Br)ccc4nc23)CC1
[10] O=C(Nc1sccc1C(=O)NCc1ccco1)c1cccnc1
[11] O=C(Cn1nnc(-c2ccccc2)n1)N=Nc1c(O)[nH]c2ccccc12
[12] Cc1nn(C)c(C)c1S(=O)(=O)N1CCC(C(=O)NC2CCCCC2)CC1
[13] Cn1c(Cn2cnc(Cl)c2Cl)nc2ccccc21
[14] O=C1c2cnc3nc(SCc4ccccc4)nn3c2CC2c3ccccc3CCN12 (configuration not stated)
[15] Cc1cc(C)nc(NC(N)=NC2CCCCC2)n1
[16] Cc1cc(C)n(-c2ccc(C(=O)Nc3ccccn3)cc2)n1

Compound	9	10	11	12	13	14	15	16
SARS 3CLpro inh	1	-5	3	0	-4	1	1	5
Mtb FBA inh	1	1	0	1	0	1	-1	3
Rv3671c protease	-4	-1	-5	3	9	-5	-3	3
DUSP3 inh	84*	2	4	18	26	6	-4	22
BioA inh	0.5	nt	nt	-0.9	2.5	-0.1	nt	-1.0
PriA SSB inh	-9	-8	4	-22	-6	9	1	-17
BH1578 lux ind	i	-0.7	i	0.5	17*	-2.8	-0.2	1.4
UGM FP inh	-1.5	0.8	-3.8	5.9	1.6	-1.4	-3.7	4.6
MazF activator	21	-38	11	-17	8	1	10	-6
GDH-TPI counter	17	32*	12	-1	4	-16	5	16

[17] O=C(COC(=O)/C=C/c1ccc(F)cc1)NC1CCS(=O)(=O)C1 (configuration not stated)
[18] CCc1c(C)nc2c(Br)cccc2c1SCCC#N
[19] Cn1c(-c2cnn(-c3ccccc3)c2N)n[nH]c1=S
[20] CCOC(=O)C1CCCN(C(=O)CN2C(=O)c3ccccc3C2=O)C1 (configuration not stated)
[21] O=S(=O)(c1cccc(C(F)(F)F)c1)N1CCN(c2cnccn2)CC1
[22] C/C(=N\NC(=S)Nc1cccc(C)c1)c1cc2ccccc2o1
[23] Cc1nn(-c2ccccc2)c(C)c1/C=N/NC(=O)c1cc(-c2cccs2)[nH]n1
[24] Cc1cccc(C(=O)NC2CC(C)(C)NC(C)(C)C2)c1

Compound	17	18	19	20	21	22	23	24
SARS 3CLpro inh	nt	-2	-3	-1	1	1	5	1
Mtb FBA inh	-2	-1	-3	1	5	2	-2	1
Rv3671c protease	nt	3	-8	-4	14	-5	-27	4
DUSP3 inh	nt	2	16	16	22	11	-2	30
BioA inh	-1.2	nt	nt	-4.7	nt	nt	nt	nt
PriA SSB inh	1	-22	-4	-12	2	nt	nt	-17
BH1578 lux ind	i	-0.2	i	-2.9	i	-0.4	i	1.1
UGM FP inh	nt	2.5	2.2	-3.6	-1.0	2.4	1.6	0.5
MazF activator	4	4	8	0	-14	12	0	4
GDH-TPI counter	0	-1	0	1	-1	22	9	-2

[25] CCn1nnnc1SCC(=O)NC1Cc2ccccc2C1
[26] O=C(Cn1ncc2ccccc21)N1CCc2ccccc21
[27] COc1cc2c(cc1NC(=O)C(C)Sc1ccc(C)cc1)oc1ccccc12 (configuration not stated)
[28] Cc1cc(NC(=O)c2ccc(S(=O)(=O)N3CCOCC3)cc2)nc2c1c(=O)oc1ccccc12

Compound	25	26	27	28
SARS 3CLpro inh	-2	-2	-4	4
Mtb FBA inh	0	-1	1	nt
Rv3671c protease	2	4	-13	-1
DUSP3 inh	27	7	24	1
BioA inh	-0.5	0.2	nt	nt
PriA SSB inh	-9	-9	-15	-5
BH1578 lux ind	1.2	-0.6	i	nt
UGM FP inh	2.2	1.6	1.4	1.0
MazF activator	5	-1	-5	nt
GDH-TPI counter	1	0	27	nt

A draw from above in order of heavy-atom count, highest first.
[28] Cc1cc(NC(=O)c2ccc(S(=O)(=O)N3CCOCC3)cc2)nc2c1c(=O)oc1ccccc12
[9] CCOC(=O)N1CCC(NC(=O)c2cccn3c(=O)c4cc(Br)ccc4nc23)CC1
[6] Cc1cc(C)nc(Sc2nc(Cl)nc(N(c3ccccc3)c3ccccc3)n2)n1
[27] COc1cc2c(cc1NC(=O)C(C)Sc1ccc(C)cc1)oc1ccccc12 (configuration not stated)
[2] Cc1c(C#N)c(NC(=O)c2cccc(Cl)c2)n(Cc2ccccc2)c1C
[3] O=NN(CCc1ccncc1)c1ccc(OCc2ccccc2)cc1
[7] COc1ccc(CCN(C)C(=S)Nc2cccc(C)c2)cc1OC
[10] O=C(Nc1sccc1C(=O)NCc1ccco1)c1cccnc1
[16] Cc1cc(C)n(-c2ccc(C(=O)Nc3ccccn3)cc2)n1
[19] Cn1c(-c2cnn(-c3ccccc3)c2N)n[nH]c1=S

Compound	28	9	6	27	2	3	7	10	16	19
SARS 3CLpro inh	4	1	9	-4	1	0	5	-5	5	-3
Mtb FBA inh	nt	1	-5	1	-4	2	-1	1	3	-3
Rv3671c protease	-1	-4	7	-13	-21	-2	-3	-1	3	-8
DUSP3 inh	1	84*	0	24	17	7	-8	2	22	16
BioA inh	nt	0.5	3.2	nt	-1.6	2.5	-2.1	nt	-1.0	nt
PriA SSB inh	-5	-9	-7	-15	-9	6	0	-8	-17	-4
BH1578 lux ind	nt	i	-0.3	i	0.3	-0.4	i	-0.7	1.4	i
UGM FP inh	1.0	-1.5	2.0	1.4	-2.8	-2.3	-0.3	0.8	4.6	2.2
MazF activator	nt	21	8	-5	0	3	-17	-38	-6	8
GDH-TPI counter	nt	17	-8	27	-6	-3	-5	32*	16	0

[15] Cc1cc(C)nc(NC(N)=NC2CCCCC2)n1

Compound	15
SARS 3CLpro inh	1
Mtb FBA inh	-1
Rv3671c protease	-3
DUSP3 inh	-4
BioA inh	nt
PriA SSB inh	1
BH1578 lux ind	-0.2
UGM FP inh	-3.7
MazF activator	10
GDH-TPI counter	5
